Assay outcomes: PubChem BioAssay, National Center for Advancing Translational Sciences (NCATS)
BRCA1 expr up – BRCA1 expression activation. MCF7-BRCA1-FFLuc reporter, luminescence, 48 h; response scale: scaled: vehicle 0%, 10 µM genistein 100%. AID 624202. 380,000 compounds, 1.1% hits. Potency, µM (top dose mostly 46.1 µM), without a hit: at the highest dose activation, hits mostly activators; note: nearly all actives have a fitted effect of over 80% in size; some results filed as inactive show a strong effect at the top dose
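First, MCF7-BRCA1-FFLuc cells (2000/well) attach for 2 h; next, compounds are pin-added and incubated 48 h at 37 °C; finally, luciferase reagent is added and luminescence read after 15 min.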
Rab9 prom act – activators of Rab9 promoter; 320,000 compounds, 2.8% hits; AID 485297; Huh7 Rab9 promoter-luciferase reporter, luminescence, 24 h; Potency, µM (series often up to 9.22 µM), for inactives: at the top dose activation, negative = inhibition, actives largely listed as activators; note: % of control where 0% means no effect; nearly all actives have a fitted effect of over 60% in size
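Huh7 reporter line, Rab9 promoter upstream of luciferase. Compound exposure 24 h at 37 °C in reduced-serum medium with 10% FBS. Read-out: luminescence.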
MBNL1-CUG inh – MBNL1-poly(CUG) RNA binding inhibition; 280,000 compounds, 0.036% hits; AID 2675; TR-FRET MBNL1-His/biotin-(CUG)12 binding, 665/545 ratio; Potency, µM (series often up to 57.5 µM), without a hit: at the top dose activity change, negative = inhibition, hits mostly inhibitors; Q9NR56; active = well fitted inhibition curve with a large enough effect in the signal ratio, with a control signal flat, not every such curve was filed as active; inconclusive = small, poorly fitted or top-dose-only effect, or effect the other way, or a change in a side signal; inactive = no such curve, though single readings can be large or run the other way; the % refers to the signal ratio; note: % is set by controls: 0 for no effect and ±100 for the full control effect
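Compounds (final 92 nM to 58 uM) are added to His-tagged MBNL1 and biotin-(CUG)12, then terbium anti-His antibody and streptavidin-XL665 (5 nM final). After 60 min at room temperature, the 665/545 nm ratio is read.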
FLuc counter – firefly luciferase modulation, counter-screen for miR-21 project | purified FLuc, Km substrates, luminescence inhibition | 360,000 compounds, 6.9% hits | Potency, µM (top dose mostly 57.5 µM), for the others: at the top dose activity change, negative = inhibition, actives largely listed as inhibitors | P08659 | AID 588342;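 note: plate controls were vehicle for no effect and reference inhibitor for full effect; nearly all actives have a fitted effect of over 55% in size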
Target sequence (P08659 whole entry, looked up): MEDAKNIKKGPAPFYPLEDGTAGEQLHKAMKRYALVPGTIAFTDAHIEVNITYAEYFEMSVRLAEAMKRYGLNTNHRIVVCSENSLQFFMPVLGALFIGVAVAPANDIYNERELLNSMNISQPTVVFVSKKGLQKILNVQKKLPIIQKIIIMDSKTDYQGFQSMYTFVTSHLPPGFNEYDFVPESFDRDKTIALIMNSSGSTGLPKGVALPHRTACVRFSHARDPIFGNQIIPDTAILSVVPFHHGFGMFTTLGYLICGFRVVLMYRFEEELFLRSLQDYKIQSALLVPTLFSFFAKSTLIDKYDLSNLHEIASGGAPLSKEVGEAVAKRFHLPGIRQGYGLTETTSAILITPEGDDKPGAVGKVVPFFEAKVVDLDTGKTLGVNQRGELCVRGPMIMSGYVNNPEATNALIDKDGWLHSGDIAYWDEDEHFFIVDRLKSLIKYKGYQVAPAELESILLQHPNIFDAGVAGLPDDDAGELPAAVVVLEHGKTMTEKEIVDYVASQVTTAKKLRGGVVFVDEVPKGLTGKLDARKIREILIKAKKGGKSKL
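Purified P. pyralis luciferase (10nM final) with 10uM D-luciferin and 10uM ATP (Km levels) in 50mM Tris acetate pH 7.5, 10mM Mg acetate, 0.01% Tween-20, 0.05% BSA; qHTS 6-point titration, ~60 µM downward; luminescence read.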
p53 reactivator – mutant p53 re-activation in reporter cells. Potency, µM (highest dose often 92.2 µM), inactives show at the top dose activity change, positive = activation, most hits filed as activators. H1299 p53-A138V BP100-luciferase reporter, luminescence, 24 h. 320,000 compounds, 0.063% hits. AID 504706; note: % of control where 0% means no effect; nearly all actives have a fitted effect of over 45% in size
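H1299 (p53-null), stable ts p53-A138V + BP100-Luc; 1000 cells/well, Opti-MEM/10% FBS; cpd 4 pt, 1:5; 24 h, 37 deg C, 5% CO2; detection reagent 10 min RT; luminescence.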
CXXC DNA block – inhibitors of human MLL CXXC domain-DNA interaction; Q03164; MLL-CXXC / FITC-HOXA9 DNA fluorescence polarization; Potency, µM (top dose mostly 115 µM), without a hit: top-dose activity change, negative = inhibition, usual class: inhibitors; AID 2662; 290,000 compounds, 0.037% hits; active = well fitted inhibition curve with a large enough effect in the polarisation, with a control signal flat, not every such curve was filed as active; inconclusive = small, poorly fitted or top-dose-only effect, or effect the other way, or a change in a side signal; inactive = no such curve, though single readings can be large or run the other way; the % refers to the polarisation
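Fluorescence polarization: 7 uM MLL-CXXC (stock) preincubated 5 min with compounds, then 50 nM fluorescein-HOX-A9 DNA (stock) added; 30 min ambient. Buffer 50 mM Tris-HCl pH 7.5, 50 mM NaCl, 1 mM DTT, 0.05% BSA.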
RORg inh – inhibitors of mouse ROR gamma transcriptional activity; P51450; Drosophila S2 Gal4-RORgamma UAS-luciferase reporter, 20 h; Potency, µM (titrated, usually from 53.6 µM), inactives show at the highest dose activity change, negative = inhibition, hits mostly inhibitors; 310,000 compounds, 5.4% hits; note: % is set by controls: 0 for no effect and ±100 for the full control effect; nearly all actives have a fitted effect of over 60% in size
Target sequence (P51450 whole entry, looked up, the tested form may be a part): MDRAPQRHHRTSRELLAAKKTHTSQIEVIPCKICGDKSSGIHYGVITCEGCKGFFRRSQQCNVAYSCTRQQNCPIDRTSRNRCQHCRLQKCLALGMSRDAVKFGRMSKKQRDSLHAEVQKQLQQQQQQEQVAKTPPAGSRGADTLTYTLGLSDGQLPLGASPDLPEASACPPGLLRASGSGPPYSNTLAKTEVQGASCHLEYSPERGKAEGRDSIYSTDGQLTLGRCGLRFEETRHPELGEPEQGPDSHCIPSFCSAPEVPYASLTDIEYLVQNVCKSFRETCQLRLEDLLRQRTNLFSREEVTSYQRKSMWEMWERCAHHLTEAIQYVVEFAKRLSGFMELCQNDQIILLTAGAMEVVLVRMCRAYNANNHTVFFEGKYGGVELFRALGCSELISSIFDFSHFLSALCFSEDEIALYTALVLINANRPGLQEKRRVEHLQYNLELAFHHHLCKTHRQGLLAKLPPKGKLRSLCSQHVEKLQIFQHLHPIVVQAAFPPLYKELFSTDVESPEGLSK
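Luminescence from a UAS-regulated Photinus luciferase reporter in stably transfected Drosophila Schneider cells is measured; decreased signal marks ROR gamma inhibition. Fusion expression is induced by 700 uM copper sulfate for 20 hr.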
Gal4-VP16 FLuc – inhibits Gal4-VP16 luciferase reporter, ROR gamma counter-screen; 310,000 compounds, 3.5% hits; Drosophila S2 Gal4-VP16 UAS-luciferase, luminescence, 20 h; Potency, µM (top dose mostly 53.6 µM), for the others: top-dose activity, negative = inhibition, most hits filed as inhibitors;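 note: Gal4-VP16 expression switched on by copper sulfate through the metallothionein promoter; % is set by controls: 0 for no effect and ±100 for the full control effect; nearly all actives have a fitted effect of over 50% in size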
uPA generation – blocks generation of uPA at the cell surface; cell surface uPA generation assay, qHTS; Potency, µM (series often up to 38.3 µM), for inactives: at the top dose activity change, negative = inhibition, actives largely listed as inhibitors; 330,000 compounds, 0.31% hits; AID 540303; active = well fitted inhibition curve with a large enough effect; inconclusive = small, poorly fitted or top-dose-only effect; inactive = no such curve, though single readings can be large or run the other way; tested in mouse RAW 264.7 cells; note: % is set by controls: 0 for no effect and ±100 for the full control effect; nearly all actives have a fitted effect of over 55% in size
ELG1 genotoxic – induces genotoxicity in HEK293T cells with luciferase-tagged ELG1; HEK293T ELG1-luciferase reporter, luminescence, 16 h; Potency, µM (top dose mostly 46 µM), for inactives: at the top dose activity change, positive = activation, usual class: activators; 330,000 compounds, 1.3% hits; note: % of control where 0% means no effect; nearly all actives have a fitted effect of over 60% in size
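HEK293T cells expressing luciferase-tagged ELG1 were treated with compound or DMSO for 16 hr at 37°C. Luciferase activity was then read after 30 min with ONE-Glo at room temperature; rising signal flags genetic stress.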
NPC1 promoter act – NPC1 promoter activation. 320,000 compounds, 2.4% hits. Huh7 NPC1 promoter luciferase reporter, 24 h. Potency, µM (highest dose often 9.22 µM), inactives show at the top dose activation, hits mostly activators. AID 485313;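 note: % of control where 0% means no effect; nearly all actives have a fitted effect of over 60% in size; reporter is driven by a mutant NPC1 promoter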
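Compounds in DMSO were transferred onto Huh7 NPC1-luciferase reporter cells pre-incubated 2 h; after 24 h at 37 °C, Amplite reagent was dispensed and luminescence recorded 10 min later.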
* = called active by the depositor; ? = inconclusive; · = no result given; [ ] = another dose, or the depositor's remark. Unless noted, calls come from the whole dose curve; as a rule, active = well fitted curve in the direction sought with a large enough effect; inconclusive = small, poorly fitted or top-dose-only effect, or another doubt; inactive = no such curve, though single readings can be large; an effect the other way counts as inactive or inconclusive. Potency is the fitted concentration of half-maximal effect. Some of the compounds tested (hit frequency here may not be typical).

smiles,BRCA1 expr up,Rab9 prom act,MBNL1-CUG inh,FLuc counter,p53 reactivator,CXXC DNA block,RORg inh,Gal4-VP16 FLuc,uPA generation,ELG1 genotoxic,NPC1 promoter act
Cc1ccc(C2CC(=O)c3cnc(NC(=O)c4ccco4)nc3C2)cc1 (configuration not stated),21%,4%,4%,1%,-1%,12%,22%,6%,-4%,-1%,0%
COc1ccc(NS(=O)(=O)c2cccc(C(=O)N3CCC3)c2)cc1,-20%,-3%,·,-13%,2%,·,·,·,-9%,-5%,-1%
CCOC(=O)C1=C(C)NC(=O)NC1c1ccc(C)o1 (configuration not stated),5%,-2%,2%,0%,-2%,3%,-1%,0%,-3%,1%,-2%
CC(C)=C(NC(=O)c1ccccc1)C(=O)Nc1cccc(C)c1,30%,3%,-3%,3%,3%,?,3%,-10%,-15%,4%,1%
CCN(CC)CCCNC(=O)CCC(=O)Nc1ccc2nc(N3CCCCC3)cc(C)c2c1,11µM*,-6%,7%,-4%,?,-2%,3%,-7%,-5%,7%,12%
COc1cc(C2=NC(CO)(CO)CO2)cc(OC)c1OC,-12%,-4%,-6%,0%,2%,-11%,-14%,4%,-17%,1%,0%
O=C(CNS(=O)(=O)c1ccccc1)N/N=C/c1ccc(O)cc1,-3%,-4%,1%,-3%,-1%,3%,2%,-2%,3%,-1%,-2%
COc1ccc(N(C(=O)c2ccco2)C(C(=O)NC2CCCC2)c2ccncc2)cc1OC (configuration not stated),10%,0%,-1%,1%,-1%,-4%,-4%,0%,-2%,2%,-4%
COc1ccc(C2CC3(O)CC(C#N)(C(=O)N3)C2(C#N)C#N)cc1 (configuration not stated),-25%,-2%,4%,2%,0%,1%,-5%,-10%,-6%,0%,-6%
COc1ccccc1C(=O)N1CCN(Cc2nc(CC3CC3)no2)CC1,-10%,-14%,8%,0%,2%,5%,-7%,-15%,2%,0%,1%
CC(C)N(C(=O)Cn1cc(S(=O)(=O)CC(=O)N2CCOCC2)c2ccccc21)C(C)C,-16%,2%,0%,-2%,18%,-3%,-7%,-18%,12%,0%,-1%
Cc1cc(C)nc(SCC(=O)n2c3c(c4ccccc42)CCCC3)n1,-63%,-3%,-22%,5%,-2%,0%,-7%,-11%,4%,4%,-1%
CN(CC(=O)NCc1ccncc1)S(=O)(=O)c1ccc2ccccc2c1,-4%,-10%,-5%,-1%,-4%,-19%,9%,6%,0%,-7%,-6%
CCc1ccc(S(=O)(=O)/N=C2\C=C(NS(=O)(=O)c3ccccc3)C(=O)c3ccccc32)cc1,-62%,14%,?,15µM*,?,10%,-19%,-3%,-9%,?,22%
CC(Sc1nnc(COc2ccc(Cl)cc2)n1Cc1ccccc1)C(=O)O (configuration not stated),-19%,-2%,-24%,-18%,4%,0%,-11%,-3%,-1%,1%,-4%
O=C(CCn1c(=S)oc2ccccc21)Nc1ccccc1Br,6%,-13%,2%,-1%,-5%,5%,3%,-4%,-19%,1%,1%
CC(Oc1ccc2c(c1)oc(=O)c1ccccc12)C(=O)NC(Cc1c[nH]c2ccc(O)cc12)C(=O)O (configuration not stated),0%,0%,0%,27µM*,·,3%,13%,-2%,8%,5%,1%
COCCn1c(SCC(=O)Nc2cc(C)cc(C)c2)nnc1C(C)C,-3%,5%,-10%,7%,-2%,2%,4%,2%,6%,-4%,-6%
O=C1CCCC(=O)N1c1ccc(Oc2ccc(Cl)cc2)cc1,21%,-1%,·,-16%,2%,8%,1%[10 µM],?,-1%,0%,7%
CC(C)(CNC(=O)COc1ccccc1Cc1ccccc1)N1CCOCC1,-10%,-2%,2%,-2%,-5%,-1%,36%,4%,·,-7%,-6%
O=C(N/N=C/c1cccnc1)c1ccccc1Br,-30%,-2%,10%,-10%,?,12%,4%,0%,2%,2%,3%
COC(=O)c1scc(S(=O)(=O)C(C)(C)C)c1-n1cccc1,-11%,-4%,·,-2%,-2%,-20%,-5%,-4%,4%,1%,-4%
CN(CC(=O)N1CCCC1)S(=O)(=O)c1ccc(Cl)cc1,1%[1.84 µM],-1%,-1%,-2%,-3%,5%,0%,-2%,2%,4%,-2%
O=c1sc2ccccc2c(N2CCN(c3ccccc3)CC2)c1[N+](=O)[O-],-22%,-5%,-1%,?,1%,-9%,6%,-6%,-1%,-1%,-6%
O=C(O)c1cccc(NC2=C(n3nnc4ccccc43)C(=O)c3ccccc3C2=O)c1,?,-44%[inhibitor],?,-1%,-12%,-12%,-8%,1%,-6%,-19%,?
N/C(=N\c1nc(CSc2ccc(Cl)cc2)cc(=O)[nH]1)Nc1ccccc1C(F)(F)F,-3%,-11%,1%,-1%,1%,1%,15%,-6%,14%,2%,-7%
COc1ccc(C(=O)N/C(=C\c2ccco2)C(=O)NCCN2CCOCC2)cc1,3%,-3%,3%,6%,1%,-10%,-2%,-6%,-1%,-4%,-5%
COc1cccc(N2C(=O)C3CCCN3C2c2cccs2)c1 (configuration not stated),9%,-8%,3%,-1%,2%,-3%,-5%,-5%,-2%,3%,1%
O=C(Nc1ccccn1)C1CCN(S(=O)(=O)c2cccc3nonc23)CC1,-21%,2%,?,2%,1%,-10%,?,-2%,2%,1%,-4%
CCOc1ccc(/C=C2\SC(=S)N(N3C(=O)C4CC4C3=O)C2=O)cc1 (configuration not stated),5%,0%,20%,?,0%,13%,-24%,0%,-4%,1%,-2%

The listing continues:
smiles,BRCA1 expr up,Rab9 prom act,MBNL1-CUG inh,FLuc counter,p53 reactivator,CXXC DNA block,RORg inh,Gal4-VP16 FLuc,uPA generation,ELG1 genotoxic,NPC1 promoter act
N#Cc1ccc(N/N=C/c2ccccc2)c([N+](=O)[O-])c1,-20%,-7%,6%,-2%,1%,-13%,3%,0%,1%,8%,-2%
COc1cc(C)c(S(=O)(=O)n2ccc(C)n2)cc1C,-11%,16%,-11%,-1%,3%,4%,?,6%,4%,1%,4%
Cc1ccc(-c2nn(-c3cccc(F)c3)cc2CN2CCN(c3ccccn3)CC2)o1,-38%,-16%,-3%,?,7%,-7%,9%,-19%,-3%,-9%,-1%
CC(C)NC(=O)c1ccc2c(c1)S(=O)(=O)c1ccccc1C2=O,7%,-9%,?,1%,-3%,3%,-2%,5%,-11%,-3%,0%
COc1ccc(-c2n[nH]c(C)c2-c2cscn2)c(O)c1,-30%,-2%,7%,3%,2%,3%,?,-26%,5%,-2%,4%
O=C(Nc1ccccc1)NN1CC(=O)N(c2ccc(Cl)cc2)CC1=O,-1%,12%,-5%,0%,4%,12%,9%,10%,5%,-5%,-3%
Cc1ccc2c(c1)NC(=O)C(CC(=O)NCCN(CC(C)C)CC(C)C)O2 (configuration not stated),1%,-5%,-11%,2%,-5%,-10%,-25%,-10%,13%,14%,-1%
COCCn1c(-c2ccc(Cl)cc2)nc2oc3cc(OC)ccc3c(=O)c2c1=O,30%,-2%,-3%,4%,-3%,0%,1%,-1%,8%,0%,-8%
NS(=O)(=O)c1ccc(NC(=O)c2ccc3nccnc3c2)cc1,17%,-4%,?,-9%,1%,-6%,18%,1%,2%,-2%,-3%
CC(C)C(=O)Nc1ccc(C(=O)CSc2nnc(C3CC3)n2C2CC2)cc1,0%,1%,·,·,-8%,·,·,·,6%,6%,0%
COc1ccc(S(=O)(=O)N(C)CC(=O)N2CCN(c3ccccc3)CC2)cc1,-13%,-2%,-6%,-5%,-6%,?,23%,6%,-1%,-5%,2%
Cc1nnc(SCC(=O)NNC(=O)c2ccc(Br)cc2)n1C,-1%,2%,1%,?,5%,-1%,19%,9%,-5%,0%,-2%
Cc1cccc(C)c1NC(=O)CCCSc1nnc(-c2ccco2)n1-c1ccccc1,-53%,0%,-7%,3%,-10%,7%,40%,2%,3%,-3%,-7%
COCCOc1cc(-n2ccnc2SC)c(Cl)cc1Cl,-24%,-2%,-1%,1%,-7%,5%,-25%,18%,0%,-2%,-7%
CC1CN(C(=O)c2ccccc2Oc2ccccc2)CC(C)O1 (configuration not stated),-21%,-2%,-7%,3%,-3%,-2%,1%,-16%,-2%,-5%,-2%
COC(C(=O)N/N=C(\C)c1ccc(O)cc1)c1ccccc1 (configuration not stated),3%,1%,-5%,-1%,8%,5%,-9%,?,17%,1%,-4%
Clc1ccccc1-c1nnc2sc(-c3ccc4c(c3)OCO4)nn12,-46%,14%,34%[activator],?,-2%,40%[activator],-28%[0.365 µM],·,·,?,-4%
